ATXN viability – reduces viability in counter-screen for ATXN expression inhibitors; S2 cells (HEK-293 line with an ATXN2-luciferase reporter) viability, CellTiter-Fluor protease fluorescence, 24 h; Potency, µM (doses to about 56.7 µM), actives largely listed as cytotoxic; 400,000 compounds, 0.49% hits; AID 651635; note: potency is the fitted concentration of half-maximal effect; nearly all actives have a fitted effect of over 40% in size
SW480 rereplic – inducers of DNA re-replication in SW480 colon cancer cells; SW480 DNA re-replication, Hoechst DNA content imaging, 48 h; Potency, µM (top dose mostly 46.1 µM), inactives show top-dose re-replication activation, most hits filed as activators; 340,000 compounds, 1.8% hits; AID 624297; note: potency is the fitted concentration of half-maximal effect; % of control where 0% means no effect; nearly all actives have a fitted effect of over 55% in size
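Treated cells incubate 48 hr (37 C, 5% CO2), are stained 40 min with Hoechst, and nuclear fluorescence is enumerated; a rise in nuclei with high DNA signal marks re-replication.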
HT1080 IDH1KD tx – HT-1080 IDH1 knockdown cell toxicity (counter line); AID 686971; Potency, µM (top dose mostly 46.1 µM), without a hit: top-dose activity, negative = toxicity, hits mostly cytotoxic; HT-1080 IDH1 knockdown viability, ATP luminescence, 48 h; 360,000 compounds, 2% hits;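 note: potency is the fitted concentration of half-maximal effect; 0% = DMSO wells and -100% = cell-free medium wells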
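Assay cells: HT-1080 with IDH1 knockdown, 750 per well, RPMI/5% FBS. Exposure: 48 h at 37 °C following 2 h pre-incubation. Read: CellTiter-Glo luminescence; fitted concentration-response, curve class assigned.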
KB-V1 MDR tox – kills drug-selected multidrug resistant KB-V1 cells. AID 1347076. 400,000 compounds, 3.4% hits. KB-V1 MDR cells viability, CellTiter-Glo, 72 h. Potency, µM (doses to about 46.1 µM), without a hit: at the highest dose activity change, negative = cytotoxicity, hits mostly cytotoxic; note: potency is the fitted concentration of half-maximal effect; % is set by controls: 0 for no effect and ±100 for the full control effect; nearly all actives have a fitted effect of over 60% in size
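Luminescent ATP read-out (CellTiter-Glo, 10 min) measures survival of drug-selected KB-V1 MDR cells after 72 h, 37 degrees C compound exposure. Medium: phenol-red-free DMEM, 10% FBS. Values from fitted concentration-response curves.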
ATXN2 expr inh – ATXN2 expression inhibition | HEK-293 ATXN2-luciferase reporter, luminescence, 24 h | 360,000 compounds, 0.72% hits | Potency, µM (doses to about 57 µM), for the others: at the highest dose activity change, negative = inhibition, hits mostly inhibitors; note: potency is the fitted concentration of half-maximal effect; % is set by controls: 0 for no effect and ±100 for the full control effect; nearly all actives have a fitted effect of over 55% in size
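qHTS (up to 57 uM final) was run with 24 h compound exposure of reporter cells at 37 °C. Each well was multiplexed: SteadyGlo luminescence measured ATXN2-luciferase expression after a fluorogenic Gly-Phe-AFC viability readout (25 uM final).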
IL1B secr inh – inhibitors of inflammasome signaling (IL-1 beta secretion) | THP-1 LPS/ATP IL-1B secretion, AlphaLISA, 16 h; hits give low values | activity change, % at 57.5 µM | 360,000 compounds, 4.7% hits | AID 743279; in the data active = activity change below about -50%; inconclusive = mostly about -30% to -49%; note: % is set by controls: 0 for no effect and ±100 for the full control effect
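THP-1 cells pretreated 1 hr with compounds (up to 57.5 uM final), then stimulated with LPS (250 ng/mL final) plus ATP (1.25 mM final); secreted IL-1B measured by AlphaLISA after 16 hr, decreased signal indicating inhibition.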
MCF10A rerep – DNA re-replication induction in MCF 10a cells | AID 624296 | MCF 10A DNA re-replication, Hoechst nuclear intensity, 48 h | 350,000 compounds, 2.9% hits | Potency, µM (titrated, usually from 46.1 µM), without a hit: at the highest dose activity, positive = re-replication, most hits filed as activators; note: potency is the fitted concentration of half-maximal effect; % of control where 0% means no effect; nearly all actives have a fitted effect of over 50% in size
KB-3-1 tox – kills parental KB-3-1 adenocarcinoma cells | KB-3-1 viability, CellTiter-Glo ATP luminescence, 72 h | Potency, µM (highest dose often 46.1 µM), without a hit: top-dose activity change, negative = cytotoxic, hits mostly cytotoxic | 400,000 compounds, 1.4% hits | AID 1347075; note: potency is the fitted concentration of half-maximal effect; % is set by controls: 0 for no effect and ±100 for the full control effect; nearly all actives have a fitted effect of over 60% in size
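KB-3-1 cells, DMEM (no phenol red) + 10% FBS; compound by pin transfer, 72 h, 37 °C. Readout: CellTiter-Glo luminescence after 10 min. Data normalized, curve-fitted.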
HT1080NT lethal – kills 2HG-producing HT-1080-NT fibrosarcoma cells; HT-1080-NT fibrosarcoma viability, CellTiter-Glo ATP luminescence, 48 h; Potency, µM (titrated, usually from 46.1 µM), without a hit: at the highest dose activity, negative = less viability, actives largely listed as cytotoxic; 360,000 compounds, 1.6% hits; AID 686970;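 note: NT is the 2HG producing partner of a matched IDH1 knockdown line; potency is the fitted concentration of half-maximal effect; 0% = DMSO-treated cells and -100% = media-only wells without cells; nearly all actives have a fitted effect of over 55% in size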
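Compounds were tested in concentration-response format on HT-1080-NT cells for 48 hours at 37 degrees C. Cell viability came from CellTiter-Glo luminescence; curves were classified by r2, response magnitude and activity.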
Numbers without * were called inactive; i = inactive; ? = inconclusive; / = not tested or not shown; [ ] = remark or other dose. Unless noted, calls come from the whole dose curve; as a rule, active = well fitted curve in the direction sought with a large enough effect; inconclusive = small, poorly fitted or top-dose-only effect, or another doubt; inactive = no such curve, though single readings can be large; an effect the other way counts as inactive or inconclusive.

Values run as follows: ATXN viability | SW480 rereplic | HT1080 IDH1KD tx | KB-V1 MDR tox | ATXN2 expr inh | IL1B secr inh | MCF10A rerep | KB-3-1 tox | HT1080NT lethal
COc1cc2c(cc1OC)CN(C(=O)CN1CCN(S(=O)(=O)c3ccc(C)c(C)c3)CC1)CC2
    i | -4% | -20% | -13% | -14% | -14 | 12% | -1% | -12%
CC12CCC(=O)C=C1CCC1C2C(O)CC2(C)C1CCC21OCC1=O (stereo not drawn)
    i | -8% | -1% | 0% | -8% | ? | 9% | 5% | 11%
COc1cc(/C=N/NC(=O)c2cc(-c3ccccc3)sc2N)cc(OC)c1OC
    ? | -12% | ? | ? | -31% | -72* | -1% | -8% | ?
N#Cc1c(N2CCCC2)nc(N)c2c(N)nc(N3CCCC3)cc12
    i | ? | -26% | 0.73µM* | 41%[activator] | ? | ? | ? | -20%
CCOC(=O)C1=C(C)NC(C)=C(C(=O)OCC)C1c1sccc1C
    i | 1% | -23% | -3% | -11% | 23 | 11% | -25% | -10%
S=C(Nc1ccc(Oc2ccc(NC(=S)NC3CCCCC3)cc2)cc1)NC1CCCCC1
    i | -3% | -16% | 16µM* | 4% | -2 | -5% | ? | 6%
CC1Cc2ccccc2N1CC(=O)Nc1ccc2c(c1)OC(F)(F)O2 (stereo not drawn)
    i | 7% | -4% | -17% | -23% | 0 | 5% | -1% | -4%
Cc1ccc(-n2c(SCC(=O)NCc3ccccc3)nc3c([nH]c4ccccc43)c2=O)cc1
    i | / | / | 5% | 7% | / | / | 5% | /
CC(Sc1nc(N)cc(=O)[nH]1)C(=O)Nc1sc2c(c1C#N)CCCC2 (stereo not drawn)
    i | -6% | ? | ? | -37% | 44 | 3% | ? | -24%
O=C(c1ccco1)N1CCN(C(=O)c2cc(-c3ccccn3)nc3ccccc23)CC1
    i | 0% | -2% | -10% | -1% | 35 | 4% | 1% | -11%
CC(C)CNC(=O)c1ccccc1NC(=O)/C=C/c1cccc([N+](=O)[O-])c1
    i | -3% | 3% | -7% | -2% | -9 | 10% | 5% | ?
CC(C)Cn1c(CN2CCN(C)C(CCO)C2)nc2ccccc21 (stereo not drawn)
    i | -1% | 9% | ? | -8% | 12 | -6% | 17% | 11%
CCCOc1ccc(C(C)=O)cc1CC(C(N)=O)C(N)=O
    i | -5% | 6% | -1% | 10% | 3 | -1% | 0% | 5%
O=C(NCCc1csc(-c2cccc(F)c2)n1)c1ccccc1C(F)(F)F
    ? | / | / | -5% | ? | / | / | -24% | /
COc1ccc(CC(=O)Nc2ccc3c(c2)C(=O)N(CCC(=O)O)C3=O)cc1
    i | 0% | -1% | 15% | / | 4 | 11% | 1% | -1%
COc1ccc(/C=C2\SC(=S)N(CCC(=O)N(CCO)Cc3ccccc3)C2=O)cc1OC
    ? | ? | ? | ? | -38% | -1 | 30% | ? | ?
CC(=O)NCCn1c(SCC(=O)NC2CCCCC2)nc2ccccc2c1=O
    i | -2% | 0% | -24% | -9% | -10 | -2% | 17% | 1%
C[C@@H](NC(=O)CN(c1ccccc1)S(=O)(=O)N(C)C)c1ccccc1
    i | / | / | -21% | 2% | / | / | 3% | /
COc1ccc(Cl)cc1NC(=O)Cn1c(=O)n(Cc2cccs2)c(=O)c2cccnc21
    i | / | / | -6% | -24% | / | / | -1% | /
O=C(NC1CCCCC1)N1CCN(c2ccccc2)CC1
    ? | -7% | 13% | -7% | 1% | 24 | -1% | -2% | 21%
COc1cccc(-c2nnc(SCC(=O)N3CCCc4ccccc43)o2)c1
    ? | -5% | -3% | 4% | -16% | 9 | -1% | 19% | -9%
O=C(Nc1nc(-c2ccccn2)cs1)Nc1ccc(F)cc1F
    ? | ? | ? | 5% | 14µM* | -83* | 14% | 0% | ?
COc1ccc(/C=C2/SC(=S)N(c3ccc(S(=O)(=O)Nc4nccs4)cc3)C2=O)cc1
    i | 76% | -25% | -1% | -21% | / | -1% | 1% | -10%
CC(=O)c1cccc(Nc2nc(-c3ccccc3Cl)nc3ccccc23)c1
    ? | / | / | -22% | -15% | / | / | -14% | /
CSCc1cc(N(C)c2ccccc2)nc(-c2ccccc2)n1
    i | -5% | 13% | -19% | / | 4 | 22% | -15% | -3%
O=C1c2ccccc2C(=O)C1c1ccncc1
    i | -2% | -2% | -7% | -27% | -21 | -12% | 3% | -5%
O=C(CSc1nnnn1-c1ccccc1)c1cc2ccccc2oc1=O
    i | 2% | 3% | -1% | 27% | 26 | 6% | -2% | 8%
Cc1ccc(O)c(CNc2nccs2)c1
    i | 7% | -1% | 0% | 16% | 19 | 1% | 3% | 3%
CCOC(=O)C1CCN(S(=O)(=O)c2ccc3c(c2)CC(C)N3C(=O)C2CC2)CC1 (stereo not drawn)
    i | 29% | -21% | ? | -29% | 32 | 0% | 0% | -15%
NC(=O)c1ccccc1NC(=O)CC1(CC(=O)O)CCCC1
    i | -5% | 7% | 16% | 1% | 15 | -6% | 12% | 14%

Further compounds follow.
Values run as follows: ATXN viability | SW480 rereplic | HT1080 IDH1KD tx | KB-V1 MDR tox | ATXN2 expr inh | IL1B secr inh | MCF10A rerep | KB-3-1 tox | HT1080NT lethal
Cc1cc(C)cc(N(CC(=O)NC2CCC(C)CC2)S(=O)(=O)c2c(C)noc2C)c1 (stereo not drawn)
    i | -2% | -1% | -3% | -11% | -7 | -14% | 5% | 0%
CN(C(=S)Nc1ccc(Oc2ccccc2)cc1)C1CCCCC1
    i | -9% | ? | 2% | -27% | -100* | ? | 1% | -2%
CC(C)(C)NC(=O)NC(=O)COC(=O)Cc1c(Cl)cccc1Cl
    i | 1% | 0% | 20% | -3% | -54* | ? | 5% | -16%
Cc1ccccc1CN1CCN(CC(=O)NCc2ccc3c(c2)OCO3)C1=O
    i | -4% | 6% | 11% | 1% | -5 | 13% | -2% | 2%
O=C(CN1CCN(S(=O)(=O)/C=C/c2ccccc2)CC1)NC(=O)NCc1ccco1
    i | 3% | 1% | -1% | 7% | -5 | 6% | 1% | -2%
COc1ccc(NC(C)=O)cc1S(=O)(=O)NC(C)c1ccc(-n2ccnc2)cc1 (stereo not drawn)
    i | -18% | 3% | ? | / | -7 | 11% | 0% | 7%
COc1cccc(C(=O)Nc2cc(NC(=O)c3cccs3)ccc2C)c1
    i | ? | -2% | 0% | -5% | -25 | 7% | -10% | 1%
Cn1c(N)c(N=O)c(=O)n(C)c1=S
    i | 1% | 0% | -9% | -24% | 8 | 0% | -7% | -8%
O=C(O)c1ccc(CNCc2ccc(F)cc2)cc1
    i | -65%[inhibitor] | 12% | 17% | 4% | 4 | -3% | 9% | 7%
COc1ccc(CC(=O)N(Cc2ccccc2)c2ccc(C)cc2)cc1S(=O)(=O)N1CCOCC1
    i | 0% | -2% | -27% | 1% | -30 | 10% | -5% | 2%
CCCOc1ccc(C(CC(=O)O)NS(=O)(=O)c2ccc(NC(C)=O)cc2)cc1 (stereo not drawn)
    i | 0% | 19% | 11% | 0% | 9 | 2% | 12% | 11%
O=[N+]([O-])c1cc(N=Nc2ccc3ccccc3c2)ccc1O
    ? | -9% | 0% | -11% | / | 2 | 9% | -21% | -7%
CCOC(=O)c1c(C)[nH]c(C)c1C(=O)CSc1nc(N)cc(=O)[nH]1
    i | -6% | 1% | 0% | 1% | 2 | 1% | 10% | -2%
O=S(=O)(Nc1ccc(O)c2ncccc12)c1ccccc1F
    i | / | / | -6% | 39%[activator] | / | / | 0% | /
O=C(NC1CC1)C1=C[C@@H](c2coc3ccccc3c2=O)C[C@@H](OCCCCO)O1
    i | -8%[9.22 µM] | -6% | -24% | 6% | -7 | -9% | -8% | 0%
COc1ccc(-c2csc3ncnc(NCCN4CCOCC4)c23)cc1
    i | ? | 21µM* | ? | -19% | -4 | ? | ? | 23µM*
O=C(O)CS(=O)CC(=O)Nc1cccc(C(F)(F)F)c1 (stereo not drawn)
    i | 3% | 20% | ? | 6% | 1 | -3% | 5% | 13%
COc1ccc(C(=O)C[n+]2ccccc2/C=N/O)cc1
    i | 2% | -3% | 3% | 33%[activator] | -11 | 9% | 1% | 3%
CCOc1ccc(/C=C/c2c([N+](=O)[O-])c(=O)n(C)c(=O)n2C)cc1
    i | ? | -24% | ? | -17% | -93* | ? | -13% | -20%
Cc1cc(Cn2ccnc2)c(C)cc1Cn1ccnc1
    i | -14% | -8% | -26% | -3% | 18 | 3% | 1% | -7%
COc1ccc(Cl)c(NC(=O)NCCN2CCN(c3ccccc3)CC2)c1
    i | -9% | -8% | 6% | -8% | 20 | -1% | 16% | -4%
CSc1ncc2c(n1)-c1ccccc1N(Cc1ccccc1C)S2(=O)=O
    i | / | / | 14% | -6% | / | / | 5% | /
CC1(C)CC(=O)C=C(Nc2ccc(C(=O)O)c(O)c2)C1
    i | -2% | 14% | -2% | 1% | 0 | 0% | 5% | 18%
COc1ccc(CNc2ccc([N+](=O)[O-])cc2C)cc1
    i | -9% | -5% | ? | -7% | -8 | 5% | -11% | 1%

Record cards, from the list above. Order of screens: ATXN viability | SW480 rereplic | HT1080 IDH1KD tx | KB-V1 MDR tox | ATXN2 expr inh | IL1B secr inh | MCF10A rerep | KB-3-1 tox | HT1080NT lethal
Cn1c(N)c(N=O)c(=O)n(C)c1=S is listed with i | 1% | 0% | -9% | -24% | 8 | 0% | -7% | -8%
COc1ccc(Cl)c(NC(=O)NCCN2CCN(c3ccccc3)CC2)c1 is listed with i | -9% | -8% | 6% | -8% | 20 | -1% | 16% | -4%
O=[N+]([O-])c1cc(N=Nc2ccc3ccccc3c2)ccc1O is listed with ? | -9% | 0% | -11% | / | 2 | 9% | -21% | -7%
CCCOc1ccc(C(CC(=O)O)NS(=O)(=O)c2ccc(NC(C)=O)cc2)cc1 (stereo not drawn) is listed with i | 0% | 19% | 11% | 0% | 9 | 2% | 12% | 11%
